Screening results: PubChem, several laboratories
Keap1-Nrf2 PPI: Keap1-Nrf2 (human) interaction inhibition; 340,000 tested, 0.15% active; AID 504523; Q14145; Keap1 Kelch-Nrf2 peptide fluorescence polarization, 1536-well; inhibition, % at 9.4 µM; in the data active means inhibition above about 12%; inconclusive means no clear call, values can overlap the other calls; inactive means below about 7.3%;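 further: human Keap1 Kelch domain with fluorescein labeled Nrf2 9mer peptide probe; 0% = neutral control wells and 100% = peptide positive control; higher means more block of Keap1 binding to Nrf2 peptide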
PfHsp90 yeast 2: growth inhibition of yeast expressing Plasmodium Hsp90 | 310,000 tested, 0.32% active | inhibition, % at 9.4 µM | AID 504621 | S. cerevisiae expressing PfHsp90, BacTiter-Glo ATP, 48 h; yeast lacking PDR1 and PDR3 efflux regulators;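 active means every replicate shows inhibition above about 80%, whatever the replicate mean, limit read from the data; inconclusive means mean inhibition reaches the set limit but some replicate falls short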;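 further: 0% = DMSO neutral controls and 100% = 20 µM radicicol positive controls; yeast relying on Plasmodium falciparum Hsp90 in place of its own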
RTF Ca sens act: increases calcium sensitivity of human cardiac regulated thin filaments | P19429+P45379 | IANBD-labeled TnC RTF fluorescence at EC20 calcium; 0% EC20 calcium, 100% full calcium | activation, % at 7.2 µM | 340,000 tested, 0.24% active | AID 493008;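 active means activation above the mean over all tested compounds plus 3 SD, cut at about 30% in these data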;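 further: rise in fluorescence read as greater calcium sensitivity of cardiac thin filaments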
CDK5 inh: CDK5/p35 (human) kinase inhibition | Q00535+Q15078 | inhibition, % at 10 µM | AID 488839 | 330,000 tested, 0.01% active | Recombinant CDK5/p35, ADP-Glo luminescence, 60 min;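 active means highest replicate inhibition of at least 50% and at least 75% of replicates reaching 50%; inconclusive means only one of the two criteria met; inactive means both criteria failed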;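 further: plate controls were DMSO neutral control for no effect and GW8510 at 10 µM for full effect; many of its hits are not listed in these tables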
Target sequence (Q00535 whole entry, looked up): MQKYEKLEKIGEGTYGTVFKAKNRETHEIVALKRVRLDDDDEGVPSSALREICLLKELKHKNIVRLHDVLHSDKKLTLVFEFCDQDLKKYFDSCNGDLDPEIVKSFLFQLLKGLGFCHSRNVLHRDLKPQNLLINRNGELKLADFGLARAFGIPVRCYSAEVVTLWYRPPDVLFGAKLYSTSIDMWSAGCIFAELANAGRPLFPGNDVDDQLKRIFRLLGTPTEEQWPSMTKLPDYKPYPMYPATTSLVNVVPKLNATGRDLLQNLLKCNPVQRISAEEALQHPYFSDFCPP
Target sequence (Q15078 whole entry, looked up): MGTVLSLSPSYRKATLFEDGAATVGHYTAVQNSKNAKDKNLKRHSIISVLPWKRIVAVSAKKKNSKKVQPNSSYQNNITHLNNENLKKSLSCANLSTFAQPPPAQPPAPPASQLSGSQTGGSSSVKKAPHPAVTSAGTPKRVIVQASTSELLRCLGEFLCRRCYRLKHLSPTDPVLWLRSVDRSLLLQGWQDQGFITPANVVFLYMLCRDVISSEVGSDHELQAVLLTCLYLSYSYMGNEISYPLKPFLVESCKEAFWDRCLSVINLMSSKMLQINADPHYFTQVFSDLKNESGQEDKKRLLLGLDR
NSD2 inh: inhibitors of human histone methyltransferase NSD2; AID 743445; inhibition, % at 12.5 µM; NSD2 peptide methylation, AlphaScreen, 120 min; 310,000 tested, 0.54% active; O96028; in the data active means inhibition above about 50%
Rtt109 HAT inh: C. albicans Rtt109 histone acetyltransferase inhibition | purified Rtt109/Vps75, ThioGlo CoA-SH fluorescence, 4 h | inhibition, % at 34.9 µM | 330,000 tested, 0.16% active | AID 540336;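 active means inhibition of at least 50% in every replicate; inconclusive means best replicate reaches 50% inhibition but some replicates fall short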
Target sequence (Q5AAJ8 whole entry, looked up): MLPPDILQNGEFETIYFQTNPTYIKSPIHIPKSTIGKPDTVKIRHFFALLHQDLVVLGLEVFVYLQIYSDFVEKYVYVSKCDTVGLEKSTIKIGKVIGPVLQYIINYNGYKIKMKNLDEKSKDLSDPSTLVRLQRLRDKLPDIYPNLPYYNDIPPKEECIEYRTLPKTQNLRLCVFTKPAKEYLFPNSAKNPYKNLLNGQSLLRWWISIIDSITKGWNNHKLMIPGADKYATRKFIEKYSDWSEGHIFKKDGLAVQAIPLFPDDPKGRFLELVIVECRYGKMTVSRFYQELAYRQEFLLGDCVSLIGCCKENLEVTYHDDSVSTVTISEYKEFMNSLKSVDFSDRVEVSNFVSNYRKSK
dFosB activator: activators of mouse delta FosB homodimer | AID 493131 | activation, % at 25 µM | purified delta FosB, TAMRA-CDK5 oligo fluorescence polarization; percent of positive-control signal above neutral wells | 340,000 tested, 0.99% active;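 active means mean activation above about 17%, with every replicate also reaching it, limit read from the data, passing the limit was not always enough; inconclusive means only one of the two conditions met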;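 further: fluorescence polarization rise as delta FosB binds a TAMRA Cdk5 AP-1 oligo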
Cardiac RTF inh: cardiac RTF calcium desensitization | 340,000 tested, 0.12% active | AID 493244 | inhibition, % at 7.15 µM | IANBD-labeled cardiac RTF, Ca2+ fluorescence;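 active means inhibition above the mean inhibition of all tested compounds plus 3 SD, cut at about 17% in these data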;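 further: assay run at fixed EC70 calcium of 1.6 mM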
LANA DNA inh: inhibitors of KSHV LANA C-terminal domain DNA binding | 340,000 tested, 0.078% active | MBP-C-LANA/FAM-LBS DNA binding, fluorescence polarization | inhibition, % at 9 µM;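 active means highest replicate inhibition at or above 60% at 9 µM, even if other replicates fall short; inactive means all replicates below 60% inhibition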;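 further: 0% = neutral control wells and 100% = 4 µM acridine orange control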
PvdQ acylase: blocks Pseudomonas aeruginosa PvdQ acylase activity; 340,000 tested, 0.063% active; inhibition, % at 10 µM; purified PvdQ acylase, fluorescence plate reader; AID 488965; in the data active means inhibition above about 30%, passing the limit was not always enough; inconclusive means no clear call, values can overlap the other calls;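 further: 0% = vehicle neutral wells and 100% = reference inhibitor wells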
Mot1-301 SUMO: SUMOylation pathway inhibition by Mot1-301 growth rescue; S. cerevisiae Mot1-301 growth rescue, ATP luminescence, 38.5C; percent above DMSO median, 100 means doubled; growth rescue, % at 18.8 µM; 320,000 tested, 1% active; AID 2716;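 active means every valid replicate shows activation above 250% relative to neutral control wells; inactive means the rest, any valid replicate at or below 250%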;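 further: OY570 slx delta 5 strain wells were the positive control but not used for scaling; some compounds called inactive have numbers as strong as hits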
The depositor's hits bear a star; i = inactive; u = inconclusive; x = no result given. Rows are unselected; any-hit rate near 3.2%.

SMILES | Keap1-Nrf2 PPI | PfHsp90 yeast 2 | RTF Ca sens act | CDK5 inh | NSD2 inh | Rtt109 HAT inh | dFosB activator | Cardiac RTF inh | LANA DNA inh | PvdQ acylase | Mot1-301 SUMO
Cc1nn(C)c(C)c1/C=C(/C(=O)C(C)(C)C)n1cncn1 | -7 | -4 | -11 | -1.6 | 1 | 6 | -3 | -6 | 5.7 | -5 | 328
Cc1cnc(C(=O)OCC(=O)c2ccc(C3CCCCC3)cc2)cn1 | -6 | x | -9 | 0.3 | 0 | 0 | -5 | 3 | 0.9 | 4 | -15
O=C(NCCCO)c1c(O)c2cccc3c2n(c1=O)CCC3 | -7 | 13 | -1 | -1.3 | 0 | -6 | -28 | 0 | -0.9 | -5 | -3
CC(C)(C)C(=O)NC(=S)NNC(=O)C(c1ccccc1)c1ccccc1 | -4 | -59 | 13 | 0.2 | -6 | 5 | -6 | 8 | -14 | 4 | -22
Cc1ccc(Nc2nc(N)nc(CN3CCc4ccccc4C3)n2)cc1 | -9 | -2 | 0 | x | x | 0 | -4 | -32 | -0.8 | -7 | 4
COc1ccc(CCNC(=O)CSC2=NS(=O)(=O)c3cc(Cl)ccc3N2)cc1OC | -1 | x | -3 | -1.2 | -1 | -3 | 5 | -2 | -1.8 | -10 | 2
CC1CN(CC(=O)NCc2ccc(Cl)cc2)CC(C)O1 (stereo not given) | -4 | -13 | -3 | -0.4 | -6 | -5 | -6 | -2 | -2.0 | -7 | 15
c1ccc(-c2nn3cnnc3c3ccccc23)cc1 | -8 | 6 | -3 | 2.3 | 1 | -9 | -10 | -4 | -0.2 | 0 | i
CCn1nc(C(=O)N2CCN(Cc3ccc4c(c3)OCO4)CC2)c2ccccc2c1=O | 0 | 8 | 6 | -2.9 | -1 | 0 | -4 | -4 | -0.6 | -16 | 5
COc1cc(/C=C(\C#N)C(=O)Nc2ccc3c(c2)OCCO3)ccc1O | -2 | -20 | 0 | -0.5 | 23 | 0 | -4 | -6 | 0.7 | -3 | 11
CN(CC(=O)Nc1cccc(F)c1)C(=O)CCCc1cccs1 | -9 | -51 | -3 | -0.4 | 1 | -4 | 1 | -2 | -1.4 | -10 | 5
CCc1ccc(NC(=S)Nc2cc(C(=O)O)ccc2N2CC3CC(C2)c2cccc(=O)n2C3)cc1 (stereo not given) | -4 | 0 | -4 | 0.4 | 1 | 11 | -5 | -8 | -0.5 | -2 | 13
CCNC(=S)N(CCN(CC)CC)Cc1cc2cc3c(cc2[nH]c1=O)OCO3 | 1 | 0 | 0 | -0.8 | 9 | -3 | 1 | -8 | 1.8 | 5 | 4
CCCNC(=S)Nc1ccc(Nc2ccccc2)cc1 | 3 | 5 | -4 | -1.5 | 12 | -1 | 11 | -3 | -0.1 | -1 | -2
COc1ccc(C(=O)N/N=C/c2ccccc2OC(=O)c2ccccc2)cc1 | 1 | -32 | 2 | -1.2 | 0 | 6 | -8 | 11 | 0.6 | 5 | -10
Cn1c(=O)[nH]c(=O)c2c1nc(SCC(O)CO)n2Cc1ccccc1Cl (stereo not given) | -2 | -2 | 5 | 0.7 | -1 | x | -7 | 7 | -2.0 | 10 | 29
O=C(Cn1cc(C(=O)C(F)(F)F)c2ccccc21)Nc1ccccc1F | 2 | -11 | 10 | 1.5 | 0 | -11 | 0 | -3 | -0.1 | -6 | 1
CCn1c(SCC(=O)Nc2ccc(C)cc2)nc2sc3c(c2c1=O)CCN(C)C3 | -4 | -19 | -3 | -1.2 | -1 | u | 8 | 4 | -2.2 | 1 | 5
CON(C)C(=O)CC1(CN(Cc2ccccc2)C(=O)OC(C)(C)C)CCCCC1 | -2 | -3 | 5 | 0.8 | x | 3 | -14 | 7 | 0.9 | -12 | -15
O=C(NCCN1CCOCC1)c1ccc2c(c1)N(Cc1ccc(F)cc1)C(=O)c1ccccc1S2(=O)=O | -5 | -7 | -3 | -0.2 | -1 | -18 | 6 | -6 | 0.6 | -2 | x
CCNS(=O)(=O)c1cccc(C(=O)c2c(C)cc3ccccn23)c1 | -2 | 16 | 5 | -0.4 | 8 | 1 | -7 | -6 | -0.8 | -15 | -5
COc1ccc(CN(CC(=O)NCCC(C)C)C(=O)CCC(=O)Nc2nccs2)cc1 | -4 | 3 | -7 | -0.1 | -2 | 0 | -13 | -9 | 0.3 | 1 | 18
CC1=CC(C)(C)NC(=S)N1c1ccccc1 | -6 | -3 | 14 | -12 | 2 | 1 | 0 | -4 | 0.7 | -8 | -5
Fc1cccc(NC(=S)N2CCn3cccc3C2c2cccnc2)c1 (stereo not given) | -4 | x | 6 | -0.5 | 12 | -4 | 2 | -2 | 0.6 | -14 | 497*
COc1ccc(OC)c(NC(=O)c2ccc3c(c2)C(=O)N(CC2CCCO2)C3=O)c1 (stereo not given) | 1 | -4 | -3 | -1.7 | -1 | 4 | -1 | -2 | -1.1 | 1 | -3
Cc1ccc(-c2ccccc2[C@@H]2C[C@H]3CN(C)C(=O)[C@]34CCCN24)o1 | 0 | -89 | -1 | 0.6 | 0 | 4 | 0 | -12 | -1.6 | -8 | -14
COc1ccc(OC)c(S(=O)(=O)N(C)CC(=O)Nc2ccccc2OC)c1 | 0 | -4 | 7 | -1.6 | 21 | -1 | -5 | -5 | 1.3 | -1 | -3
C/C(=N/OCO/N=C(\C)c1ccc(F)cc1F)c1ccc(F)cc1F | -3 | 18 | -1 | -0.6 | -2 | 18 | -1 | -7 | 4.1 | -2 | -18
CC(C)(C)C(=O)NCCCNc1ccc([N+](=O)[O-])cc1 | -2 | x | 4 | -0.2 | -3 | 12 | -7 | -5 | 0.8 | -12 | 49
FC(F)(F)c1nc(N2CCCC2)ncc1-c1nnnn1-c1ccccc1 | 1 | -103 | 0 | 0.4 | -7 | 16 | -15 | -1 | 1.5 | -8 | -8
CCN1CCCC1CNc1ccc(S(C)(=O)=O)cc1[N+](=O)[O-] (stereo not given) | 2 | 1 | -4 | 0.5 | 12 | -14 | -2 | -16 | -0.3 | 5 | 8
CCCn1c(C)cc(C(=O)COc2ncnc3sccc23)c1C | -2 | -10 | 2 | 0.1 | -3 | -7 | -6 | 2 | 1.1 | 3 | -16
O=C(N/N=C\C=C\c1ccc2c(c1)OCO2)c1ccc(F)cc1 | -7 | 13 | 2 | -0.7 | -2 | -6 | 1 | -3 | 0.1 | -11 | -7
CCCCOc1ccc(N(CC(=O)NCC2CCCO2)C(=O)CCC(=O)Nc2nccs2)cc1 (stereo not given) | -3 | 19 | 7 | -3.8 | 0 | -7 | -24 | -1 | 0.0 | -12 | 5
CC[C@@]1(c2ccccc2OC)C(=O)N(C(=O)OC)N1C(=O)OC | -28 | 5 | 2 | -2.4 | x | -2 | -10 | 8 | 0.7 | -6 | 6
CC1CN(S(=O)(=O)c2ccc(C(=O)Nc3sccc3C(N)=O)cc2)CC(C)O1 (stereo not given) | -3 | 4 | 4 | -0.9 | -1 | -3 | 5 | -7 | 2.5 | -14 | -2
OCCN1CCN(CC(O)COCc2ccc3c(c2)OCO3)CC1 (stereo not given) | -1 | -8 | 2 | 0.1 | 1 | -16 | 0 | -1 | -0.1 | -10 | -3
O=C(c1ccccc1)C1CCN(C(=O)c2c(F)cccc2F)CC1 | 3 | -20 | 3 | 0.8 | 3 | -5 | 4 | -14 | 1.0 | -16 | -13
COc1ccccc1NC(=S)NNC(=O)c1cc(C)n(C)n1 | 3 | -6 | 6 | 2.3 | -1 | 1 | -1 | -3 | -2.1 | -9 | -9
COCC(=O)N(C)[C@H]1C[C@H]2c3cc(Oc4ccccc4C)ccc3CCN2C(=O)[C@H]1[C@H](C)O | -4 | -8 | -5 | 1.2 | x | -7 | 2 | -6 | 2.9 | -9 | x
CC1(C)Cc2c(c(-c3ccco3)[nH]c(=O)c2C#N)CS1 | 0 | 17 | 3 | 0.8 | 94* | 2 | -6 | -9 | 6.9 | -8 | 10
CCOC(=O)c1c(CS(=O)(=O)c2ccccc2)n(C)c2cc(Br)c(O)cc12 | 2 | 12 | -8 | -0.6 | -2 | 0 | -1 | 2 | 2.9 | -1 | -5
O=C(CSc1nnc(CNC(=O)c2c(F)cccc2Cl)o1)NC1CCCCC1 | 0 | -20 | -2 | 1.9 | -4 | -12 | -5 | -3 | -1.2 | -11 | -11
C=CCOc1ccc(CNn2nnnc2N)cc1 | -2 | 3 | 8 | 0.6 | 1 | -5 | -10 | -12 | -2.0 | -4 | 249
NS(=O)(=O)c1ccc(NC(=S)NC2CCCCC2)cc1 | -1 | 2 | -7 | 0.9 | -8 | 2 | 7 | 0 | -1.4 | -3 | -21
CC1CCC2(CC1)NC(=O)N(CC(=O)NCc1ccc(Cl)cc1)C2=O (stereo not given) | -5 | x | -3 | -4.9 | -1 | -4 | 2 | 4 | 2.2 | -12 | -5
COc1ccc(N=C2c3ccccc3-c3ccc([N+](=O)[O-])cc32)cc1 | -5 | -10 | -1 | -2.3 | 3 | 8 | 1 | -1 | 1.0 | -9 | x
CC[C@H](C)[C@H](NC(N)=O)C(=O)NCCc1ccc(OC)cc1 | -1 | -14 | -5 | -0.3 | 0 | -2 | 3 | -7 | -0.3 | -10 | -21
O=C(c1cc2ccccc2oc1=O)N(Cc1cccs1)Cc1ccccc1Cl | 1 | 14 | -5 | 2.4 | 0 | 5 | -10 | 1 | -1.3 | 3 | 7
O=C(CCNC(=O)c1ccc([N+](=O)[O-])cc1)Nc1ccc(N2CCOCC2)cc1N1CCOCC1 | 0 | -17 | -2 | -1.3 | 1 | -3 | -1 | 4 | -0.7 | -13 | -17
The list goes on.
SMILES | Keap1-Nrf2 PPI | PfHsp90 yeast 2 | RTF Ca sens act | CDK5 inh | NSD2 inh | Rtt109 HAT inh | dFosB activator | Cardiac RTF inh | LANA DNA inh | PvdQ acylase | Mot1-301 SUMO
CCOc1ccccc1OCC(=O)Nc1cc(S(=O)(=O)N2CCCCC2)ccc1OC | -4 | 3 | -4 | 0.0 | 19 | 1 | -12 | -11 | -0.1 | -10 | -7
COc1ccccc1CC(=O)N1CCN(c2ccc(F)cc2)CC1 | -1 | -5 | 1 | 0.6 | 3 | 3 | -2 | -7 | 1.5 | -9 | -1
CN(C(=O)c1cc2c(=O)n3ccccc3nc2n1C)C1CCCCC1 | -3 | 25 | -5 | -6.4 | -9 | -412 | -9 | 0 | 0.1 | -17 | -11
COC(=O)NNC(=O)COc1ccc(Br)c(C)c1 | 0 | -24 | 1 | 1.1 | -10 | -4 | 2 | 10 | -2.3 | -16 | -12
Cc1ccc(CNC(=O)c2nnn(-c3cccc(C)c3)c2N)cc1 | -2 | x | 2 | -1.5 | -5 | 7 | 6 | -5 | 0.3 | -12 | 18
Cn1ccnc1Sc1ccc(C=O)cc1[N+](=O)[O-] | 0 | -11 | 6 | 1.1 | 19 | -7 | 4 | 13 | 0.1 | 6 | 175
